Menin MLL FP TR = qHTS Assay for Inhibitors Targeting the Menin-MLL Interaction in MLL Related Leukemias: Competition With Texas Red Labeled MLL-derived Mutant Peptide; O00255; Menin + Texas Red MLL mutant peptide, fluorescence polarization; Potency, µM (highest dose often 61.6 µM), for inactives: at the highest dose FP activity change, negative = inhibition, usual class: inhibitors; hit rate 0.23% among 270,000; AID 1768, 2009; active means well fitted inhibition curve with a large enough effect in the polarisation, with a control signal flat, not every such curve was filed as active; inconclusive means small, poorly fitted or top-dose-only effect, or effect the other way, or a change in a side signal; inactive means no such curve, though single readings can be large or run the other way; the % refers to the polarisation; further: potency means the concentration at half of the fitted maximal effect; % of control where 0% means no effect; many of its hits are not listed in these tables
PKM2 activator = qHTS Assay for Activators of Human Muscle isoform 2 Pyruvate Kinase; Pyruvate kinase PKM (Homo sapiens), P14618; purified PKM2, Kinase-Glo ATP luminescence, activation; response scale: 0% is enzyme alone, no compound; Potency, µM (titrated, usually from 57.5 µM), inactives show top-dose activation, most hits filed as activators; hit rate 0.34% among 260,000; further: potency means the concentration at half of the fitted maximal effect; on the % scale 0 is the no-effect control and ±100 the full control effect; nearly all actives have a fitted effect of over 55% in size
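Purified hPK-M2 (>95% pure) converted ADP (0.1 mM final) to ATP with 0.5 mM PEP in 50 mM imidazole pH7.2, KCl, MgCl2, Tween 20, BSA; 1 h at room temperature. ATP detected by Kinase-Glo luminescence.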
GALK inhibitor = qHTS Assay for Inhibitors of Human Galactokinase (GALK); hit rate 0.007% among 270,000; Purified GALK, Kinase-Glo residual ATP luminescence; Potency, µM (series often up to 57.5 µM), for inactives: at the highest dose activity change, negative = inhibition, actives largely listed as inhibitors; further: potency means the concentration at half of the fitted maximal effect; on the % scale 0 is the no-effect control and ±100 the full control effect
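ATP-depletion format; final 35 uM ATP, 100 uM D-galactose, 5 nM enzyme; pH 8.0 HEPES/Mg2+ buffer; 60 min RT; luminescence read 10 min after detection reagent.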
TRPV1 ag = HTS Assay for Compounds that Act as Agonists of the Vanilloid Receptor 1. Transient receptor potential cation channel subfamily V member 1 (Homo sapiens), Q8NER1. TRPV1-expressing cells, Fluo-8 calcium influx, agonist mode. activation, % at 8.33 µM. hit rate 0.19% among 320,000; in the data active means activation above about 80%; inconclusive means between about 30% and that limit; further: 0% is about no effect
Target sequence (Q8NER1 whole entry, looked up): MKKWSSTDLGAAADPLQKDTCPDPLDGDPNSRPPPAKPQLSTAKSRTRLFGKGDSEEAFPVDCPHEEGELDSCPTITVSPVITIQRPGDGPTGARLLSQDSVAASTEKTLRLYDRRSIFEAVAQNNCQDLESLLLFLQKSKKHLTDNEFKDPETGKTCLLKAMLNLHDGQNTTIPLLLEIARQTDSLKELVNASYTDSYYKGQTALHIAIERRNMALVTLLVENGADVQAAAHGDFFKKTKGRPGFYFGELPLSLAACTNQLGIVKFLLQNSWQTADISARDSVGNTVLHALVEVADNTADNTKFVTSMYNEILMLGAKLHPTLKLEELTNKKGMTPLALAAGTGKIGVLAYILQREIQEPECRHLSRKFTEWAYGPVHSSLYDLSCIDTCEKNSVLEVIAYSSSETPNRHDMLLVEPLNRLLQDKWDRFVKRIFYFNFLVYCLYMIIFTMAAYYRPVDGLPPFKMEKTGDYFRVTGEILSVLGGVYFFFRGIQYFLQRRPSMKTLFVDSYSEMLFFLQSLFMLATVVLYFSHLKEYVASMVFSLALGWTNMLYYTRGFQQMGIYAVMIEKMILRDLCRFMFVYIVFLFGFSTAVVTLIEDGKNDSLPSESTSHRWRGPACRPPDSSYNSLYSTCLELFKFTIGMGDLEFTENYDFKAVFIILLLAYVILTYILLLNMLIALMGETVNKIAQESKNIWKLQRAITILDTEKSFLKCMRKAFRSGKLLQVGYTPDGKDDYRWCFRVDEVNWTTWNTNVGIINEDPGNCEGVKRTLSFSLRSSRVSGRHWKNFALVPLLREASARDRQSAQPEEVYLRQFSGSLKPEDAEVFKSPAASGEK
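TRPV1-expressing cells were cultured overnight at 35.5C and loaded with Fluo-8 calcium dye for 40 to 90 min at room temperature. After a 10 s baseline, compound was added and calcium influx was read kinetically for 3 min (ex 480/em 520 nm).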
MLL CXXC-DNA inh = qHTS Fluorescence Polarization Assay for Inhibitors of MLL CXXC domain - DNA interaction. MLL-CXXC / FITC-HOXA9 DNA fluorescence polarization. Potency, µM (highest dose often 115 µM), for inactives: at the highest dose activity change, negative = inhibition, hits mostly inhibitors. hit rate 0.037% among 290,000; active means well fitted inhibition curve with a large enough effect in the polarisation, with a control signal flat, not every such curve was filed as active; inconclusive means small, poorly fitted or top-dose-only effect, or effect the other way, or a change in a side signal; inactive means no such curve, though single readings can be large or run the other way; the % refers to the polarisation; further: potency means the concentration at half of the fitted maximal effect
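Purified MLL-CXXC (added from a 7 uM solution) was preincubated 5 min at ambient with pinned compounds in 50 mM Tris-HCl pH 7.5, 50 mM NaCl, 1 mM DTT, 0.05% BSA. Fluorescein-labeled HOX-A9 DNA (50 nM solution) followed, 30 min, then polarization read.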
USP2a block = qHTS Assay for Inhibitors of Ubiquitin-specific Protease USP2a Using CHOP2 as the Reporter | Potency, µM (series often up to 38.3 µM), inactives show at the highest dose activity change, negative = inhibition, most hits filed as inhibitors | AID 463254, 2010 | hit rate 0.01% among 330,000 | USP2 core, Ub-CHOP2 coupled fluorogenic reporter, 485/531 | Ubiquitin carboxyl-terminal hydrolase 2 (Homo sapiens), O75604;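 further: potency means the concentration at half of the fitted maximal effect; plate controls were DMSO wells for no effect and full inhibition by NEM control for full effect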
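Cell-free coupled assay: 10nM USP2 core preincubated 30min RT with compound in Tris-HCl pH 8.0/CaCl2/CHAPS buffer, then 25nM Ub-CHOP2 and 25nM reporter substrate; fluorescence (Ex 485/Em 531) read after 60min RT, normalized to NEM inhibition, concentration-response curves fitted.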
hERG WT inh = qHTS for Inhibitors of KCHN2 3.1: Wildtype qHTS | activity change, % at 1.84 µM | U2OS, BacMam KCNH2, thallium flux FluxOr; stronger effect = lower value | hit rate 0.37% among 340,000;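 active means maximum activity change below -70%; inconclusive means maximum activity change between -70% and -50%; inactive means maximum activity change above -50%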; further: on the % scale 0 is the no-effect control and ±100 the full control effect
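U2OS cells were transduced with wild-type KCNH2 virus (2.03 x 10^8 / mL) for 4 h at room temperature, then cultured overnight at 37 C. Thallium flux was read with FluxOr dye. Rate constants were normalized to DMSO controls.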
FBPA coupling cs = qHTS Assay for Inhibitors of Fructose-1,6-bisphosphate Aldolase from Giardia Lamblia: Coupling assay counterscreen; coupling enzyme system counterscreen, AmpLite Red fluorescence; activity change, negative = inhibition, % at 58.2 µM, hits read low; hit rate 0.67% among 290,000; AID 2472, 2010; in the data active means activity change below about -30%; further: on the % scale 0 is the no-effect control and ±100 the full control effect
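Fluorescence at 525 nm excitation and 598 nm emission measured inhibition of the coupled detection system without aldolase. Compounds (at 57.5 uM final) were preincubated 10 min at room temperature with coupling enzyme reagent before a 20 min substrate/AmpLite Red step.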
Giardia kill = Small Molecules that selectively kill Giardia lamblia: qHTS. AID 540267, 2011. hit rate 0.15% among 340,000. activity change, % at 7.66 µM, hits read low. Giardia lamblia trophozoite viability; in the data active means activity change below about -80%; inconclusive means between about -30% and that limit;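 further: parasites exposed to compound for two days anaerobically before the ATP read; on the % scale 0 is the no-effect control and ±100 the full control effect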
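Giardia trophozoites, 100 cells per well, were exposed to compounds for 48 hrs at 37 deg C under anaerobic conditions; viability was then read as ATP content by bioluminescence after 15-30 min at room temperature.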
KCNH2 3.1 block = qHTS for Inhibitors of KCHN2 3.1: Mutant qHTS; U2OS KCNH2 3.1, thallium flux FluxOr; stronger effect = lower value; Potassium voltage-gated channel subfamily H member 2, brain isoform KCNH2 3.1 (human); activity change, % (tested at about 1.8 µM); hit rate 0.95% among 340,000;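 active means maximum activity change below -70%; inconclusive means maximum activity change from -70% to -50%; inactive means maximum activity change above -50%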;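 further: thallium influx rate constant from kinetic fluorescence after stimulation buffer; on the % scale 0 is the no-effect control and ±100 the full control effect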
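Thallium flux read-out: FluxOr dye with Red40 quencher in HBSS/HEPES, 45 min at RT. Rate constants from kinetic reads were normalized to positive and negative DMSO controls. Cells: U2OS virally expressing the 3.1 isoform.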
B2AR arrestin = qHTS assay of beta-arrestin-biased ligands of beta2-adrenergic receptor. Beta-2 adrenergic receptor (Homo sapiens), P07550. beta-arrestin recruitment to beta2AR, cell-based reporter. Potency, µM (doses to about 46.1 µM), for inactives: top-dose activation, most hits filed as activators. hit rate 0.02% among 330,000. AID 492947, 2010;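 further: potency means the concentration at half of the fitted maximal effect; 0% = DMSO controls and full agonism = EC100 isoproterenol or metaproterenol; nearly all actives have a fitted effect of over 65% in size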
* hit, by the source's call; ? = inconclusive; nt = no result given; & = joins results of further samples; [ ] = dose if it differs, or a comment. Unless noted, the call rests on the fitted dose curve; in most records, active means well fitted curve in the direction sought with a large enough effect; inconclusive means small, poorly fitted or top-dose-only effect, or another doubt; inactive means no such curve, though single readings can be large; an effect the other way counts as inactive or inconclusive.

SMILES	Menin MLL FP TR	PKM2 activator	GALK inhibitor	TRPV1 ag	MLL CXXC-DNA inh	USP2a block	hERG WT inh	FBPA coupling cs	Giardia kill	KCNH2 3.1 block	B2AR arrestin
CCC1C(=O)Nc2nc(-c3ccccc3)c(-c3ccccc3)n2N=C1C (stereo not given)	nt	1%	0%	5	-4%	-1%	-1	1	3	-6	0.1%
CC(C)(C)C1=NN(c2ccc([N+](=O)[O-])cc2)C(c2ccccc2)C1 (stereo not given)	14%	nt	1%	7	-2%	4%	-14	-1	-1	nt	-0.4%
O=[N+]([O-])c1c(NCCO)cc(N2CCC3(CC2)OCCO3)c2nonc12	-6%	-4%	1%	-1	-5%	1%	-6	-21	2	0	-1.3%
COc1ccc(S(=O)(=O)Nc2ccc(NC(C)=O)cc2)cc1OC	39%[activator]	8%	0%	nt	1%	0%	1	-2	4	5	0.1%
CSc1cccc(NC(=O)CCc2ccccc2)c1	26%	-30%	-2%	?	-3%	1%	-2	-2	-30	7	0.0%
Cc1ccc(S(=O)(=O)CCC(=O)OCC(=O)NNC(=O)c2ccc([N+](=O)[O-])cc2)cc1	nt	nt	nt	-4	nt	1%	-3	nt	1	11	0.0%
Cc1ccc(OCc2nnc(SCC(=O)c3cccs3)n2-c2ccccc2)cc1C	-13%	-5%	3%	23	-12%	1%	-11	2	-8	-5	-1.1%
CCOc1ccc(NC(=S)N2c3ccccc3CC2C)cc1 (stereo not given)	1%	nt	1%	23	-7%	5%	1	2	-15	-5	0.2%
Cc1ncc2c(c1OC(=O)c1ccccc1)COC(C)(C)OC2	-8%	1%	4%	29	124%[activator]	2%	3	1	-4	6	-0.1%
CCCC(C)C(=O)NCc1ccc2c(c1)OCO2 (stereo not given)	-1%	3%	0%	4	6%	1%	2	2	-4	0	-0.2%
CC(NCC1(N2CCOCC2)CCCCC1)C(=O)Nc1ccc(Cl)cc1Cl (stereo not given)	?	-5%	4%	?	0%	-19%	-27	2	-1	-9	0.1%
O=C(O)c1ccccc1-n1c(-c2ccccc2)cc2c1CCCC2=O	-6%	-4%	-2%	-1	-8%	-1%	4	2	0	-2	-0.7%
CCN(CC(=O)NCc1cccs1)C(=O)COc1ccc(C(C)=O)cc1	nt	nt	nt	0	nt	-8%	2	nt	-2	2	-0.1%
Cc1ccc(C2(C)NC(=O)N(CC(=O)Nc3c(C)n(C)n(-c4ccccc4)c3=O)C2=O)cc1 (stereo not given)	0%	-1%	nt	0	-3%	3%	-4	2	2	3	-0.7%
O=C(Cc1coc2ccc3ccccc3c12)NC1CCCc2ccccc21 (stereo not given)	-29%	-3%	-1%	2	5%	0%	-1	5	-10	-18	-0.3%
CN(C)CCCN(C(=O)c1ccc(S(=O)(=O)N2CCc3ccccc32)cc1)c1nc2ccc(F)cc2s1	nt	2%	-4%	-2	6%	1%	3	nt	7	-7	-0.9%
CCN1CCN(C(C(=O)NC2CCCCC2)c2ccc(Cl)cc2)CC1 (stereo not given)	nt	-2%	0%	-7	0%	-1%	4	7	6	-5	0.3%
CCS(=O)(=O)c1cc([N+](=O)[O-])c(Sc2ccccc2NC(C)=O)s1	nt	5%	nt	-2	-16%	0%	1	0	18	-12	-0.4%
O=C(CN1CCN(CCN2C(=O)c3cccc4cccc(c34)C2=O)CC1)c1ccc(F)cc1	13%	-6%	-2%	1	1%	-2%	8	6	-6	-6	0.1%
COc1cccc(N(CC(=O)Nc2cccc(N(C)S(C)(=O)=O)c2)S(C)(=O)=O)c1	23%	-13%	-1%	-1	-1%	0%	13	0	9	-7	0.0%
CN(Cc1ccn[nH]1)C(=O)C1CCC(=O)N(Cc2cccc(C(F)(F)F)c2)C1 (stereo not given)	nt	nt	-1%	-1	-2%	5%	0	nt	17	8	0.1%
CC(Sc1ccc2c(c1)OCCO2)C(=O)Nc1ncc(Cl)cc1Cl (stereo not given)	-16%	0%	0%	-1	-13%	0%	-6	nt	-18	-9	0.2%
Cc1cc(NC(=O)C(C)SCC(=O)N(C)Cc2ccccc2F)no1 (stereo not given)	nt	nt	nt	1	nt	0%	7	nt	9	-3	0.0%
CC(C)(C)c1ccc(OCCCC(=O)NC2=NCCS2)cc1	2%	-12%	-1%	0	8%	-1%	3	6	-4	22	0.0%
O=S(=O)(c1cccc(F)c1)N1CCN(Cc2cc3c(cc2Br)OCCO3)CC1	nt	nt	nt	3	nt	-5%	-6	nt	-30	9	-1.0%
COc1ccc(OC)c(NC(=O)CCN2CCCCC2)c1	11%	-11%	-2%	1	1%	1%	4	-1	2	-9	-0.2%
COc1cccc(NC(=O)COC(=O)c2ccc(S(=O)(=O)NCc3ccco3)cc2)c1	nt	0%	1%	-2	15%	0%	-1	3	12	-7	0.0%
COc1ccc(-c2nnc(SCC(=O)c3ccc(O)cc3O)o2)cc1	9%	0%	13%	2	3%	2%	8	2	5	-15	-0.2%
Cc1nn(C(C)C(=O)NCc2ccco2)c(C)c1[N+](=O)[O-] (stereo not given)	1%	2%	1%	3	-1%	16%	-4	0	-14	-9	-0.2%
CO/N=C/c1cccn1-c1nccc(N(C)C)c1C#N	0%	-8%	1%	2	0%	3%	-1	6	5	2	-1.4%
CN(C)C(=O)CSc1nc(-c2ccccc2)c(-c2ccccc2)o1	?	0%	7%	?	10%	3%	9	3	-3	-1	-0.1%
Cc1ccc(C)c(N(CC(=O)NCCc2ccccc2)C(=O)CCC(=O)Nc2ccccn2)c1	-14%	0%	-3%	2	-12%	-4%	-2	0	6	11	-0.8%
O=S(=O)(c1ccccc1)N(CC1CO1)c1cccc2ccccc12 (stereo not given)	18%	1%	-2%	20	33%	4%	6	-5	-4	14	-0.7%
O=C(O)CCNC(=O)/C(=C/c1ccco1)NC(=O)c1ccco1	-15%	1%	5%	-1	-3%	2%	0	-11	-27	2	-0.8%
Cc1ccc(OCC(=O)Nc2nnc(S(=O)(=O)N3CCCCCC3)s2)cc1	?	-4%	nt	0	-7%	2%	1	9	12	9	0.4%
O=c1[nH]c2cc(Cl)ccc2c(O)c1-c1cccc(Oc2ccccc2)c1	?	nt	nt	nt	nt	nt	-10	13&12	4	19	nt
CCN(CC)S(=O)(=O)c1ccc(C)c(NC(=O)/C=C/c2cccs2)c1	10%	-6%	-1%	15	-3%	1%	-6	0	-12	-6	-1.7%
CCc1nn(C(C)C(=O)Nc2cccc(C)c2C)c(=O)c2cc3occc3n12 (stereo not given)	-2%	12%	8%	1	9%	-2%	7	1	-6	nt	3.3%
COc1ccc(CCNC(=O)c2nnc(Cc3ccc(Cl)cc3)o2)cc1OC	23%	1%	-1%	2	-20%	-4%	8	4	-10	2	-0.9%
O=C(NCCCN1CCc2ccccc2C1)C1CCN(c2nnc(-n3cccc3)s2)CC1	-19%	-7%	-1%	-5	17%	2%	9	0	-24	-7	-0.6%
COc1ccc(CCNS(=O)(=O)c2ccc(Cl)s2)cc1OC	10%	3%	-1%	17	-1%	1%	9	-2	-15	1	-0.4%
O=C1c2ccccc2S(=O)(=O)N1CC(O)COc1ccc(Cl)cc1 (stereo not given)	3%	-4%	0%	-2	0%	0%	5	4	-9	6	-2.1%
CC(C)Cc1nnc(NC(=O)CCC(=O)N2CCN(c3ccccn3)CC2)s1	6%	-6%	2%	-3	-7%	0%	1	2	-6	8	0.8%
Cc1ccc(S(=O)(=O)Cn2nnnc2C(C(C)C)N2CCN(Cc3ccco3)CC2)cc1 (stereo not given)	-14%	1%	1%	13	5%	1%	-13	1	4	5	0.4%
COc1ccccc1N1CCN(C(=O)c2ccc(S(=O)(=O)N3CCCCCC3)cc2)CC1	-29%	1%	-2%	2	-2%	1%	7	4	-3	3	0.5%
COC(=O)COc1ccc(S(=O)(=O)Nc2ccc(C(N)=O)cc2)cc1	-18%	4%	-5%	-2	2%	0%	0	7	15	17	-0.1%
Cc1csc(NC(=O)CSc2nnc(-c3ccncc3)n2C)n1	0%	-7%	6%	0	5%	0%	-14	-2	3	-26	0.4%

Assay outcomes (PubChem)

These rows are one share of the data; the hit share may differ from the screen's.
